High-throughput results as filed in PubChem.
HIF-2a block = inhibitors of HIF-2a; 786-0 RCC cells HIF-2a reporter, luciferase luminescence, overnight; inhibition, % at 18.8 µM; actives 0.72% (n = 360,000); AID 624352;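 active = inhibition of the luminescence signal of 40% or more relative to plate controls, in a single-dose primary screen at 18.75 µM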
C8 TRAIL sens = caspase-8 TRAIL sensitization | inhibition (viability loss, TRAIL sensitization), % at 10 µM | NB7+C8 cells + TRAIL, ATPlite viability luminescence | actives 1% (n = 360,000);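 active = compounds causing at least 50% loss of cell viability in the single-dose screen, relative to plate controls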
Active calls of the source: *.

For COc1ccc(CCC(=O)N2c3ccccc3N=C(c3ccc4c(c3)OCO4)C2C(=O)NCc2ccccc2)cc1 (stereo unspecified) the results were HIF-2a block -20 and C8 TRAIL sens -20.
CC(C)=CCCC(C)c1cc(C(=O)NCCc2ccc(O)cc2)c(N)s1 (stereo unspecified) was read as HIF-2a block -2 and C8 TRAIL sens -11.
`CC(C)(C)C(c1nc2ccccc2[nH]1)n1c(-c2cc(Cl)cc(Cl)c2)nc2ccccc21` (stereo unspecified) gave HIF-2a block 2 and C8 TRAIL sens 15.
COC(=O)C1=CN(c2ccc(OC)cc2)C(N)=C(C#N)C1c1ccc(OC)cc1 (stereo unspecified) was read as HIF-2a block -19 and C8 TRAIL sens -14.
`CCCCNC(=O)C1C(c2ccccc2)=Nc2ccccc2N1C(=O)c1ccc(C(F)(F)F)cc1` (stereo unspecified) gave HIF-2a block 7 and C8 TRAIL sens 15.
`O=C(NCc1ccccc1)C(c1ccc(-c2ccccc2)cc1)N1CCN(CCN2CCOCC2)CC1` (stereo unspecified) gave HIF-2a block -2 and C8 TRAIL sens 9.
For COC(=O)[C@@]12C[C@@H](CC(=O)NCC3CCCCC3)C(=O)N(Cc3ccccc3)C1=CCC(C)(C)C2 the results were HIF-2a block 3 and C8 TRAIL sens 12.
Screening CCCCCCCCCc1conc1C(=O)CP(=O)(OC)OC returned HIF-2a block -2 and C8 TRAIL sens 2.
O=C(NCC(F)(F)F)C1C(=O)Nc2ccccc2C(=O)N1Cc1ccccc1 (stereo unspecified) was read as HIF-2a block 7 and C8 TRAIL sens 8.
Screening COc1cccc(C(=O)NCCNc2nc3cc(C)cc(C)c3cc2C#N)c1 returned HIF-2a block 5 and C8 TRAIL sens -3.
For COC(=O)[C@]12CCCCC=C1N(Cc1ccc3c(c1)OCO3)C(=O)[C@H](CC(=O)NCc1ccc(OC)c(OC)c1)C2 the results were HIF-2a block -4 and C8 TRAIL sens 15.
For COC(=O)[C@]12CCCCC=C1N(CCc1ccc(OC)c(OC)c1)C(=O)[C@H](CC(=O)NCc1cccc3ccccc13)C2 the results were HIF-2a block 5 and C8 TRAIL sens 5.
Screening CCOC(=O)[C@]12CCCC=C1N(CCC1=CCCCC1)C(=O)[C@H](CC(=O)NCc1ccc(C)o1)C2 returned HIF-2a block -3 and C8 TRAIL sens 17.
`CCCCNC(=O)C1C(c2ccc(C(F)(F)F)cc2)=Nc2ccccc2N1C(C)=O` (stereo unspecified) gave HIF-2a block -19 and C8 TRAIL sens -3.
COC1=CC(=O)OC(c2cccc(C#N)c2)C1 (stereo unspecified) was read as HIF-2a block -2 and C8 TRAIL sens 0.
O=C1Nc2ccccc2C(=O)N(c2ccc3c(c2)OCCO3)C1C(=O)NC1CC1 (stereo unspecified) was read as HIF-2a block 5 and C8 TRAIL sens 17.
For Cc1cccc(C)c1NC(=O)C1C(c2ccccc2)=Nc2ccccc2N1C(=O)c1cnccn1 (stereo unspecified) the results were HIF-2a block -106 and C8 TRAIL sens -4.
Screening Nc1sccc1C(=O)N1CCN(c2ccccc2)CC1 returned HIF-2a block -5 and C8 TRAIL sens -8.
Screening CC(C)(C)NC(=O)C1C(c2ccc(C(F)(F)F)cc2)=Nc2ccccc2N1C(=O)c1cccc(C(F)(F)F)c1 (stereo unspecified) returned HIF-2a block 1 and C8 TRAIL sens -6.
For Cc1cccc(C)c1NC(=O)C1(C)CSCC(=O)N1C1CCN(Cc2ccccc2)CC1 (stereo unspecified) the results were HIF-2a block 14 and C8 TRAIL sens -5.
CCCCNC(=O)c1nc(-c2cc3ccccc3[nH]2)oc1-c1cccc(C(F)(F)F)c1 was read as HIF-2a block 8 and C8 TRAIL sens 31.
Screening CCOC(=O)[C@]12CCCC=C1N(CCC1=CCCCC1)C(=O)[C@H](CC(=O)NCC1CCCCC1)C2 returned HIF-2a block -10 and C8 TRAIL sens -12.
Screening COC(=O)c1cn(CC(C)n2c(=O)c3ccccc3n2Cc2cc(C(C)C)no2)nn1 (stereo unspecified) returned HIF-2a block -3 and C8 TRAIL sens 4.
For COC(=O)[C@]12CCCCC=C1N(Cc1ccc3c(c1)OCO3)C(=O)[C@H](CC(=O)NCc1cccc3ccccc13)C2 the results were HIF-2a block 13 and C8 TRAIL sens 0.
Screening CSCCC(C(=O)Nc1c(C)cccc1C)n1c(-c2cnc(C)cn2)nc2ccccc21 (stereo unspecified) returned HIF-2a block -5 and C8 TRAIL sens 3.
For Cc1ccc(S(=O)(=O)N2[C@H](CC(=O)c3ccc(Cl)c(Cl)c3)OC[C@@H]2C)cc1 the results were HIF-2a block -45 and C8 TRAIL sens 0.
`O=C(NCc1ccccc1)C(c1cc2ccccc2o1)n1c(=O)c(-c2cc3ccccc3[nH]2)nc2ccccc21` (stereo unspecified) gave HIF-2a block -54 and C8 TRAIL sens 3.
For CC(C)(C)NC(=O)C(c1ccc(C(F)(F)F)cc1)n1c(=O)c(-c2ccccc2)nc2ccccc21 (stereo unspecified) the results were HIF-2a block 8 and C8 TRAIL sens 3.
COC1=CC(=O)OC(c2cccc(C(F)(F)F)c2)C1 (stereo unspecified) was read as HIF-2a block 5 and C8 TRAIL sens -15.
Screening Cc1ccc(-c2c(N)nc3ncccn23)cc1 returned HIF-2a block -37 and C8 TRAIL sens 3.
`O=C(Nc1ccc(F)cc1)C(c1cccc(F)c1)N1CCN(c2cccc(C(F)(F)F)n2)CC1` (stereo unspecified) gave HIF-2a block -42 and C8 TRAIL sens 20.
O=C(Nc1ccc(F)cc1)C(c1ccnc2ccccc12)N1CCN(CC(=O)N2CCCC2)CC1 (stereo unspecified) was read as HIF-2a block 7 and C8 TRAIL sens -7.
`CC(=O)/C=C1\OCc2cc(OCc3ccccc3)ccc21` gave HIF-2a block -250 and C8 TRAIL sens 10.
For Cc1ccc(S(=O)(=O)N2CC3C(=O)CC(c4ccccc4)N(S(=O)(=O)c4ccc(C)cc4)C3CC2c2cccc(Cl)c2)cc1 (stereo unspecified) the results were HIF-2a block 6 and C8 TRAIL sens -10.
For CCOC(=O)C1=CCC(c2ccc(N(CC)CC)cc2)N(S(=O)(=O)c2ccc(C)cc2)C1c1ccc([N+](=O)[O-])cc1 (stereo unspecified) the results were HIF-2a block 12 and C8 TRAIL sens -2.
For COC(=O)C[C@H]1C=C[C@H](NC(=O)C2CCOCC2)[C@@H](CO)O1 the results were HIF-2a block -10 and C8 TRAIL sens -5.
For CCOC(=O)N1CCN(C(=O)C[C@@H]2C[C@@]3(C(=O)OCC)CCCC=C3N(CCc3ccc(OC)c(OC)c3)C2=O)CC1 the results were HIF-2a block 10 and C8 TRAIL sens -4.
`COCCCNC(=O)C[C@@H]1C[C@@]2(C(=O)OC)CC(C)(C)CC=C2N(Cc2ccco2)C1=O` gave HIF-2a block 8 and C8 TRAIL sens -10.
Screening COC(=O)[C@]12CCCCC=C1N(Cc1ccc3c(c1)OCO3)C(=O)[C@H](CC(=O)NCCc1ccccc1OC)C2 returned HIF-2a block -12 and C8 TRAIL sens 20.
Screening Cc1cc2c(cc1C)-n1nnnc1C(N1CCN(C(=O)OCc3ccccc3)CC1)C(=O)N2 (stereo unspecified) returned HIF-2a block 0 and C8 TRAIL sens 13.
`Cc1cc(N2CCN(C(C(=O)NC3CCCC3)c3ccco3)CC2)c2ccccc2n1` (stereo unspecified) gave HIF-2a block -7 and C8 TRAIL sens 1.
Screening CCCCNC(=O)c1cc(-c2ccccc2)sc1N returned HIF-2a block -54 and C8 TRAIL sens -8.
COc1cccc(S(=O)(=O)N2C[C@H](O)COC[C@H]3O[C@@H](CC(=O)N4CCN(C)CC4)CC[C@@H]32)c1 was read as HIF-2a block -3 and C8 TRAIL sens -6.
Screening COC(=O)[C@@]12C[C@@H](CC(=O)N3CCN(C(=O)c4ccco4)CC3)C(=O)N(CCc3ccc(OC)c(OC)c3)C1=CCC(C)(C)C2 returned HIF-2a block 6 and C8 TRAIL sens 4.
`O=C(NCc1ccccc1)C(c1ccc(-c2ccccc2)cc1)N1CCN(C(=O)C2CCCO2)CC1` (stereo unspecified) gave HIF-2a block 2 and C8 TRAIL sens -1.
CN(C)c1ccc(C(=O)C(=O)N2CCN(c3ccccc3)CC2)cc1 was read as HIF-2a block -3 and C8 TRAIL sens -7.
COc1ccc(C(C(=O)NC2CCCC2)n2c(-c3cccs3)nc3ccccc32)cc1 (stereo unspecified) was read as HIF-2a block -12 and C8 TRAIL sens -2.
For O=C(NCc1ccccc1)C(c1ccc(C(F)(F)F)cc1)n1c(=O)c(-c2cc3ccccc3[nH]2)nc2ccccc21 (stereo unspecified) the results were HIF-2a block -33 and C8 TRAIL sens 6.
Screening O=C1Nc2ccccc2C(=O)N(C2CCCC2)C1C(=O)NC1CC1 (stereo unspecified) returned HIF-2a block 1 and C8 TRAIL sens -5.
For O=C(NCc1ccccc1)C(c1ccncc1)n1c(=O)c(-c2ccccc2)nc2ccccc21 (stereo unspecified) the results were HIF-2a block -125 and C8 TRAIL sens -15.
Screening COC(=O)C1=CN(c2ccc3c(c2)OCO3)C(N)=C(C#N)C1c1ccc(-c2ccccc2)cc1 (stereo unspecified) returned HIF-2a block -17 and C8 TRAIL sens 10.
For COC1=CC(=O)OC(c2cccc([N+](=O)[O-])c2)C1 (stereo unspecified) the results were HIF-2a block -3 and C8 TRAIL sens -3.
`CC(C)NC(=O)C1(C)CN(S(C)(=O)=O)CC(=O)N1C1CCN(Cc2ccccc2)CC1` (stereo unspecified) gave HIF-2a block -3 and C8 TRAIL sens -11.
CCCCCCCCN1C(=O)[C@H](CC(=O)N2CCOCC2)C[C@@]2(C(=O)OC)CC(C)(C)CC=C12 was read as HIF-2a block -1 and C8 TRAIL sens 1.
For O=C(C(=O)N1CCC(c2ccccc2)CC1)c1cccc([N+](=O)[O-])c1 the results were HIF-2a block 2 and C8 TRAIL sens -4.
`O=C(Nc1ccc(F)cc1)C(CCc1ccccc1)N1CCN(Cc2c(F)cccc2Cl)CC1` (stereo unspecified) gave HIF-2a block -18 and C8 TRAIL sens -9.
For O=C(C[C@@H]1CC[C@@H]2[C@H](COC[C@H](O)CN2S(=O)(=O)c2ccccc2)O1)Nc1ccccc1 the results were HIF-2a block 3 and C8 TRAIL sens 11.
For O=C(NCc1ccccc1)C(c1ccc(C(F)(F)F)cc1)n1c(=O)c(-c2ccccc2)nc2ccccc21 (stereo unspecified) the results were HIF-2a block -5 and C8 TRAIL sens -6.
Screening CCc1c(-c2ccccc2)ncn1Cc1cccc(-c2ccccc2)c1 returned HIF-2a block -6 and C8 TRAIL sens -4.
For CCCCNC(=O)C[C@@H]1C[C@@]2(C(=O)OC)CC(C)(C)CC=C2N(Cc2cccc3ccccc23)C1=O the results were HIF-2a block 13 and C8 TRAIL sens -7.
`Cc1ccc(S(=O)(=O)Nc2ccccc2C(C(=O)OC(C)(C)C)C(=O)OC(C)(C)C)cc1` gave HIF-2a block 0 and C8 TRAIL sens -3.
For O=C(C[C@H]1CC[C@@H](NS(=O)(=O)c2ccccc2)[C@@H](CO)O1)NCc1ccc(Cl)c(Cl)c1 the results were HIF-2a block -8 and C8 TRAIL sens 2.
Screening O=C(NCCOc1ccccc1)C1C(=O)Nc2ccccc2C(=O)N1C1CCCCC1 (stereo unspecified) returned HIF-2a block 9 and C8 TRAIL sens -3.

Entries above that have an NH in an aromatic ring (4):
`CC(C)(C)C(c1nc2ccccc2[nH]1)n1c(-c2cc(Cl)cc(Cl)c2)nc2ccccc21` (stereo unspecified) gave HIF-2a block 2 and C8 TRAIL sens 15.
CCCCNC(=O)c1nc(-c2cc3ccccc3[nH]2)oc1-c1cccc(C(F)(F)F)c1 was read as HIF-2a block 8 and C8 TRAIL sens 31.
`O=C(NCc1ccccc1)C(c1cc2ccccc2o1)n1c(=O)c(-c2cc3ccccc3[nH]2)nc2ccccc21` (stereo unspecified) gave HIF-2a block -54 and C8 TRAIL sens 3.
For O=C(NCc1ccccc1)C(c1ccc(C(F)(F)F)cc1)n1c(=O)c(-c2cc3ccccc3[nH]2)nc2ccccc21 (stereo unspecified) the results were HIF-2a block -33 and C8 TRAIL sens 6.

Looked up by structure from above:
`CC(C)NC(=O)C1(C)CN(S(C)(=O)=O)CC(=O)N1C1CCN(Cc2ccccc2)CC1` (stereo unspecified) gave HIF-2a block -3 and C8 TRAIL sens -11.
Screening CCCCNC(=O)c1cc(-c2ccccc2)sc1N returned HIF-2a block -54 and C8 TRAIL sens -8.

This is a subset. The share of hits here may be higher or lower than overall.
